# Compound activity as filed in PubChem.
# TNAP inh no acc = human TNAP enzyme inhibitors, primary screen, biochemical, luminescent, no phosphate acceptor, uHTS; Alkaline phosphatase, tissue-nonspecific isozyme (Homo sapiens), P05186; purified TNAP, CDP-star luminescence, 30 min; inhibition, % at 20 µM; actives 0.26% (n = 200,000); AID 1012, 2008;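 active = tissue-nonspecific alkaline phosphatase inhibition above about 50% at 20 µM in the single-dose screen, limit read from the data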;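 also: 0% = DMSO negative control and 100% = EDTA positive control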
# FLuc inhib CS = firefly luciferase enzyme inhibitors, primary screen, artefact control for luciferase-based inhibitor screens, biochemical, luminescence, ATPLite; Luciferin 4-monooxygenase (Photinus pyralis), P08659; 10 min; inhibition, % at 10 µM; actives 1.5% (n = 200,000); AID 1006, 2008;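 active = inhibition above about 50% when tested at 10 µM, limit read from the data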
# Target sequence (P08659 whole entry, looked up): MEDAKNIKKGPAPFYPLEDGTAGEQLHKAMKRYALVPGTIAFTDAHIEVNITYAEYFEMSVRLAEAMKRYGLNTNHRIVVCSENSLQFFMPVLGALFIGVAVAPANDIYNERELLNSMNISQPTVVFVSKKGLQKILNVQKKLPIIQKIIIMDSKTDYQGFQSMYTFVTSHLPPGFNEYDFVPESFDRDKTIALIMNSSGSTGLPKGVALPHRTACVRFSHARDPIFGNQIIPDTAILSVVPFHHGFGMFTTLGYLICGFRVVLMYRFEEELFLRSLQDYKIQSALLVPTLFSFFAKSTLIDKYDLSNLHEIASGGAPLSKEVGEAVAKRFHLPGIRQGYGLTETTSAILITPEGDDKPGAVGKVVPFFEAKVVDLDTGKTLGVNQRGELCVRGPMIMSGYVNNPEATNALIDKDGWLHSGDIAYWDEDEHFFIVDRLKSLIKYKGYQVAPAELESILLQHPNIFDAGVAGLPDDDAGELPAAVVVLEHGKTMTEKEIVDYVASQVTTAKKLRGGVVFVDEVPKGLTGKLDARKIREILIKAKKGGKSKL
# APP 5'UTR act = activators of APP 5'UTR luciferase reporter, primary screen, SH-SY5Y cells. SH-SY5Y APP 5'UTR luciferase reporter, luminescence; zero percent = DMSO vehicle wells. activation, % at 2 µM. actives 1% (n = 190,000). AID 1276, 2008;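 active = activation above a set limit, based on mean plus 3 SD of controls, cut at about 140% in these data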; also: values of inactives mirror those of a sister screen read the other way
# FLuc stim CS = FLuc activators, initial screening, artefact control for FLuc-dependent activation tests, biochemical, ATPlite luminescence; Luciferin 4-monooxygenase (Photinus pyralis), P08659; 200,000 tested, under 10 active; ATPlite luciferase biochemical, 10 min; 0 = ATP-free wells, 1 = DMSO control; AID 1027, 2008; activation factor at 10 µM;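 active = luciferase activation factor, scaled between plate controls, of at least 2 with compound at 10 µM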
#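 System: cell-free luciferase reagent; medium: PBS as buffer for the ATP substrate; doses: test compounds dosed from 2 mM stocks in 100% DMSO; incubation: 10 min, room temperature; measured by: luminescence from luciferase reaction; read-out: luciferase activation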
# TNAP act hiacc = TNAP activators at high phosphate acceptor level, primary screen, biochemical, luminescence, uHTS. purified TNAP, CDP-star luminescence, 1 M DEA, 30 min; stronger effect = higher value; 0 = EDTA background, 1 = DMSO-only activity. 200,000 tested, under 10 active. activation factor at 20 µM. AID 1136, 2008;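 active = activation factor at least 2 at 20 µM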
#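 Dosing: 20 µM single point. System: human TNAP. Amount: TNAP 1/800 final. Incubation: 30 min, room temperature. Read-out: TNAP activation factor scaled between EDTA and DMSO control wells. Signal: luminescence from CDP-star hydrolysis. Medium: 1 M DEA, pH 9.8, Mg2+, Zn2+. Control set: EDTA negative control, DMSO positive control.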
# bIAP activator = bovine intestinal alkaline phosphatase activators, primary screen, biochemical, bovine IAP, CDP-star luminescence; alkaline phosphatase, intestinal [Bos taurus]; purified bovine IAP, 30 min; stronger effect = higher value; fold of DMSO-control signal, blank-subtracted; activation factor at 20 µM; actives 0.17% (n = 200,000); AID 1016, 2008;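 active = activation factor of 2 or more at 20 µM, a signal rise over negative controls twice the positive control's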
# PMI act = activators of human PMI, primary screen, biochemical, fluorescence intensity, near-Km mannose 6-phosphate; AID 1214, 2008; activation factor at 20 µM; actives 0.005% (n = 190,000); Mannose-6-phosphate isomerase (Homo sapiens), P34949; purified human PMI, coupled resazurin fluorescence, 20 min; stronger effect = higher value; 1 = vehicle control, 0 substrate-free wells;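 active = activation factor of 2 or more at 20 µM, relative to plate controls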
# PMI act hi M6P = human PMI activators, high substrate, primary screen, biochemical, fluorescence intensity, near-saturating mannose 6-phosphate; coupled PMI enzyme assay, resazurin fluorescence, 20 min; stronger effect = higher value; 1 = untreated enzyme, 0 = substrate-free blank; activation factor at 20 µM; actives 0.34% (n = 190,000); AID 1216, 2008;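 active = activation factor of 2 or more at 20 µM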
#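 Material: human phosphomannose isomerase with PGI, G6PDH, diaphorase coupling enzymes; amount: PMI at 15 ng/mL final; also added: Mannose-6-phosphate 1.0 mM (near-saturating) plus 0.22 mM NADP+; incubation: enzyme reaction with compound 20 min at room temperature; signal: resorufin fluorescence (Ex 544/Em 590 nm) from resazurin via diaphorase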
# TNAP inh hi DEA = human TNAP enzyme inhibitors, primary screen, biochemical, luminescent, high phosphate acceptor level, uHTS. Alkaline phosphatase, tissue-nonspecific isozyme (Homo sapiens), P05186. purified TNAP, CDP-star luminescence, 1 M DEA. inhibition, % at 20 µM. actives 0.03% (n = 200,000);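 active = over 50% inhibition of tissue-nonspecific alkaline phosphatase at 20 µM in the single-dose screen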;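 also: plate controls were DMSO wells for no effect and EDTA-quenched wells as full inhibition for full effect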
# NF-kB neuron act = activators of NF-kB expression in neurons, primary screen, cell-based, HTS; AID 1239, 2008; actives 1.6% (n = 190,000); human neuronal cells, NF-kB reporter expression; stronger effect = higher value; fold change at 12.5 µM; in the data active = fold change above about 3.3
# Numbers without * were called inactive; x = not tested or not shown.
SMILES,TNAP inh no acc,FLuc inhib CS,APP 5'UTR act,FLuc stim CS,TNAP act hiacc,bIAP activator,PMI act,PMI act hi M6P,TNAP inh hi DEA,NF-kB neuron act
Cc1ccnc(NS(=O)(=O)c2ccc(NC(=O)c3ccc(Br)o3)cc2)n1,3,-5,8,1.1,1,1,1,1,-1,1.2
COC(=O)C(CC(=O)Nc1cc(C)ccc1C)Nc1ccccc1OC (stereo not given),-8,-9,-8,1.1,1,0.9,1,1,-5,1.1
COCC(=O)N/N=C/c1c(C)[nH]n(-c2ccccc2)c1=O,-8,5,-1,0.9,1,1.2,0.7,1,-4,1.1
COc1ccc(Cl)cc1C(=O)CSc1nnnn1C,-6,-2,-14,1,1.1,1,1.1,1,-6,1.6
O=C(COC(=O)c1ccccc1F)Nc1cccnc1Cl,-10,-1,22,1,1,1.1,1,0.9,0,1.4
CCC(Oc1ccccc1)C(=O)N1CCN(CC)CC1 (stereo not given),-12,-5,18,1.1,1.1,0.8,0.9,0.9,-5,1.3
O=C(NCCCN1CCN(c2ccccc2F)CC1)C1CCN(S(=O)(=O)c2cccs2)CC1,-16,-7,12,1.1,1.1,1,1,1,-6,1.1
Cc1cccc(NC(=O)CC(C)(C)C)c1,-14,-5,17,1,1.1,0.9,0.9,0.9,-5,1.5
N#CCCN(C(=O)COc1ccc(F)cc1Br)c1ccccc1F,-5,-4,2,1,1,1,1.1,1.1,-3,1.1
CCOC(=O)C1CCN(C2CCN(Cc3nc(-c4ccccc4)no3)CC2)CC1,-4,-6,21,1.1,1,1.2,1,1.1,-3,0.87
O=C(c1ccc(Cl)cc1[N+](=O)[O-])N1CCOCC1,-11,-8,-5,1.1,1,0.9,1.2,1.1,-1,1.2
O=C(NCc1ccc(F)cc1)c1noc2c1CCCCC2,-2,-2,26,1,1,0.9,0.9,0.9,0,1.6
CCCn1c(CCC(=O)O)ccc1-c1ccc(OC)cc1,-10,-1,1,1,1.1,1.1,1,1,-6,1
CCOC(=O)CSc1nc(-c2ccncc2)ccc1C#N,-8,1,185*,1,1.1,0.9,0.9,0.9,-8,8.9*
Cc1c(S(=O)(=O)N2CCCC(C(=O)O)C2)cnn1C (stereo not given),-1,-2,29,1,1,1.2,1.2,1.1,3,0.97

# Looked up above.
# O=C(c1ccc(Cl)cc1[N+](=O)[O-])N1CCOCC1 @ FLuc stim CS = 1.1
# CCOC(=O)CSc1nc(-c2ccncc2)ccc1C#N @ FLuc inhib CS = 1
# O=C(NCc1ccc(F)cc1)c1noc2c1CCCCC2 @ PMI act hi M6P = 0.9
# Cc1c(S(=O)(=O)N2CCCC(C(=O)O)C2)cnn1C (stereo not given) @ PMI act hi M6P = 1.1
# CCC(Oc1ccccc1)C(=O)N1CCN(CC)CC1 (stereo not given) @ bIAP activator = 0.8
# CCOC(=O)C1CCN(C2CCN(Cc3nc(-c4ccccc4)no3)CC2)CC1 @ TNAP inh no acc = -4

# Next part
SMILES,TNAP inh no acc,FLuc inhib CS,APP 5'UTR act,FLuc stim CS,TNAP act hiacc,bIAP activator,PMI act,PMI act hi M6P,TNAP inh hi DEA,NF-kB neuron act
CCOc1ccc(NC(=S)NN(C)C(=S)Nc2ccc(OCC)cc2)cc1,-157,-5,-8,1.1,1,1,0.8,0.9,-5,1.3
COCCCNC(=O)/C(C#N)=c1\s/c(=C\c2ccccc2OC(F)F)c(=O)n1CCCOC,-6,5,5,1,1,0.6,0.9,1,-4,0.88
CCc1cc(CNC(=O)CC2C(=O)NCCN2Cc2c(F)cccc2Cl)on1 (stereo not given),-3,-1,-10,1,1,1.1,0.9,0.9,-2,0.97
COc1ccc(OC)c2[nH]c(=O)c(CCNC(=O)C(C)C)cc12,-6,-1,10,1,1,1,0.8,0.8,1,1.1
CCSc1ccccc1C(=O)NCc1ccc(OC)cc1,-12,-5,x,1,1,0.8,0.9,0.9,-3,0.88
CC1(C)CC(=O)C2=C(C1)c1c(ccc3ccccc13)NC2c1ccco1 (stereo not given),-9,-6,7,1.1,1.1,0.8,1,1,-6,1.7
CCc1nc2ccc(C(=O)Nc3ccc(NC(C)=O)cc3)cc2nc1CC,-7,-2,-7,1,1,1,0.9,0.9,0,1.1
C=CCOc1ccc(CNn2c(C)n[nH]c2=S)cc1OC,25,6,1,0.9,1,0.8,0.9,1,0,1.1
O=C(O)/C=C/c1ccc2ccccc2n1,-4,-4,2,1,1,1,1,1,2,1.2
CCn1c(N2CCN(CC(=O)Nc3cccc(C)c3C)CC2)nc2ccccc21,-10,-2,3,1,1.1,1,0.9,0.9,-6,1.1
C/C=C/Cn1cccc(C(=O)Nc2ccc(OC)cc2)c1=O,-9,17,16,0.8,1,1,0.9,1,-2,1.4

# In another format: results already given
mol	TNAP inh no acc	FLuc inhib CS	APP 5'UTR act	FLuc stim CS	TNAP act hiacc	bIAP activator	PMI act	PMI act hi M6P	TNAP inh hi DEA	NF-kB neuron act
C/C=C/Cn1cccc(C(=O)Nc2ccc(OC)cc2)c1=O	-9	17	16	0.8	1	1	0.9	1	-2	1.4
CCC(Oc1ccccc1)C(=O)N1CCN(CC)CC1 (stereo not given)	-12	-5	18	1.1	1.1	0.8	0.9	0.9	-5	1.3
O=C(NCCCN1CCN(c2ccccc2F)CC1)C1CCN(S(=O)(=O)c2cccs2)CC1	-16	-7	12	1.1	1.1	1	1	1	-6	1.1
O=C(COC(=O)c1ccccc1F)Nc1cccnc1Cl	-10	-1	22	1	1	1.1	1	0.9	0	1.4
CCn1c(N2CCN(CC(=O)Nc3cccc(C)c3C)CC2)nc2ccccc21	-10	-2	3	1	1.1	1	0.9	0.9	-6	1.1
O=C(O)/C=C/c1ccc2ccccc2n1	-4	-4	2	1	1	1	1	1	2	1.2
